# High-throughput results (PubChem BioAssay)
# MPTP block = blocks calcium-induced mitochondrial swelling; isolated mouse mitochondria, Ca2+ swelling absorbance, 30 min; inhibition, % at 10 µM; 360,000 tested, 1.4% active;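 active means inhibition of 50% or more, scaled per plate between neutral and stimulator controls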;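 further: 0% = DMSO wells given calcium and 100% = 1 mM EGTA wells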
# Active calls of the source: *. This is a subset (hit frequency here may not be typical).
SMILES,MPTP block
C[C@H]1CN([C@@H](C)CO)C(=O)CCCn2nncc2CO[C@H]1CN(C)S(=O)(=O)c1ccc2ccccc2c1,-0.3
COC(=O)[C@@]12C[C@@H](CC(=O)NCc3ccc(C)o3)C(=O)N(Cc3cccc4ccccc34)C1=CCC(C)(C)C2,-2.2
O=C1NC[C@@H](CCCCN2CCN(CCc3ccc(O)cc3)C(=O)C2=O)N(CCc2ccc(O)cc2)C1=O,0.6
CC1(C(=O)NCc2cccc3ccccc23)CCN1C(=O)C1(c2ccccc2)CCCC1 (stereo unspecified),-0.2
CC1CN(S(=O)(=O)c2cccc(C(=O)N(C)C3CCCCC3)c2)CC(C)O1 (stereo unspecified),1.0
CC(C)N1CCN(c2ccncc2S(=O)(=O)N2CCN(C)CC2)CC1,-1.2
CCOC(=O)[C@]12CCC=C1N(Cc1ccc3c(c1)OCO3)C(=O)[C@H](CC(=O)NCc1ccccc1)C2,0.0
COc1ccccc1CNC(=O)C[C@H]1CC[C@@H]2[C@H](COC[C@H](O)CN2Cc2ccc3c(c2)OCO3)O1,-1.2
O=C(C1=C(O)C(=O)N(CCN2CCOCC2)C1c1cccc([N+](=O)[O-])c1)c1cc2ccccc2o1 (stereo unspecified),-4.2
Cc1cn([C@H]2C[C@H](O)[C@@H](CNC/C=C/c3ccccc3[N+](=O)[O-])O2)c(=O)[nH]c1=O,-1.9
O=C(NCc1cccnc1)c1cc(C2CCCCN2C(=O)c2ccccc2)on1 (stereo unspecified),3.5
C[C@@H]1CN([C@@H](C)CO)C(=O)c2cc(NC(=O)C3CCCCC3)ccc2O[C@@H](C)CCCCO[C@@H]1CN(C)Cc1ccncc1,0.3
CC(=O)Nc1cccc(-c2cnc(NC(C)=O)cn2)c1,-0.6
CC1(C(=O)NS(=O)(=O)Cc2ccccc2C(F)(F)F)CCN1C(=O)c1ccccc1 (stereo unspecified),0.7
CC(=O)Nc1ccc(C(=O)N2CCCC(c3cc(C(=O)Nc4ccccc4Cl)no3)C2)cc1 (stereo unspecified),-0.2
CCCNC(=O)C[C@@H]1C[C@@H]2c3cc(NS(=O)(=O)c4ccc(OC)cc4)ccc3O[C@@H]2[C@@H](CO)O1,-0.3
COc1ccc(S(=O)(=O)N(C)C[C@@H]2Oc3cc(C#CC4CCCCC4)ccc3S(=O)(=O)N([C@@H](C)CO)C[C@@H]2C)cc1,-0.8
Cc1c(-c2ccc(OCCN3CCOCC3)cc2)c(=O)oc2ccc3ccccc3c12,-0.5
CC1C(=O)N(Cc2cn(CCC3OCCO3)nn2)CCS(=O)(=O)N1Cc1ccc(-c2ccc(Cl)c(Cl)c2)cc1 (stereo unspecified),-1.7
C[C@H]1CN([C@@H](C)CO)C(=O)CCCn2nncc2CO[C@H]1CN(C)C(=O)C1CC1,1.4
COc1ccc(S(=O)(=O)NC(=O)C2(C)CCN2C(=O)c2ccccc2CCc2ccccc2)cc1 (stereo unspecified),1.0
CCn1cc(/C=C(\NC(=O)c2ccccc2OC)C(=O)NCCN2CCOCC2)c2ccccc21,0.2
COc1ccc(-c2nc3c(Cl)cc(C(F)(F)F)cn3c2Cc2ccccc2C(F)(F)F)cc1OC,2.6
CCOC(=O)C(C)N1c2cccc3cccc(c23)S1(=O)=O (stereo unspecified),-0.6
CC1(C(=O)NS(=O)(=O)c2cccc(F)c2)CCN1C(=O)Cc1cc(F)ccc1F (stereo unspecified),-0.4
CC(=O)Nc1ccc(-c2ccnc3c2CC(C)(C(=O)Nc2cccc(C(C)=O)c2)O3)cc1 (stereo unspecified),-2.5
COc1ccc(NC(=O)C2Cc3c(-c4cccc(F)c4)ccnc3O2)cn1 (stereo unspecified),0.5
N#Cc1ccc(C(=O)Nc2cc(S(=O)(=O)N3CCOCC3)ccc2N2CCOCC2)cc1,-0.7
CC1(C(=O)Nc2cccc(OC(F)(F)F)c2)Cc2c(-c3cccc(C(N)=O)c3)ccnc2O1 (stereo unspecified),-0.6
CCOC(=O)C1=CCC(c2ccc(Cl)cc2)N(S(=O)(=O)c2ccc(C)cc2)C1 (stereo unspecified),0.6
Cc1cc(Cl)ccc1N(CC(=O)N(C)Cc1ccccc1)S(C)(=O)=O,0.4
COc1ccc(-c2cc(NC(C)=O)c3ncc(-c4ccc(OC)c(OC)c4)n3c2)c(OC)c1,0.2
O=C1Cc2cc(S(=O)(=O)N3CCN(c4ccc(O)cc4)CC3)ccc2N1,-2.9
NC(COCc1ccccc1)c1csc(Nc2nncc3ccccc23)n1 (stereo unspecified),4.2
CC(=O)Nc1ccc(-c2ccnc3c2CC(C)(C(=O)Nc2ccc4c(c2)OCO4)O3)cc1 (stereo unspecified),-0.4
C=CCC[C@@H](CCCCC)OC(=O)/C=C/[C@@H](O)[C@H](O)C[C@@H](O)CC=C,1.2
CC(=O)c1cccc(NC(=O)c2cc(S(=O)(=O)N3CCCCC3)ccc2N2CCOCC2)c1,1.1
COc1ccc(OC)c(C(=O)CSc2nnc(C3CC3)n2C2CC2)c1,1.1
O=C(Nc1ccc(OC(F)(F)F)cc1)c1cc(S(=O)(=O)N2CCCCC2)ccc1N1CCOCC1,1.1
CCOc1ccc(-c2cc(C(=O)Nc3cccc(C(F)(F)F)c3)[nH]n2)c(C)c1,26.4
O=C(Nc1cccc(C(=O)O)c1)/C(=C\c1ccccc1)NC(=O)c1ccc(Br)o1,-1.4
Cc1cccc(C)c1NC(=O)CN1CCN(C(=O)CNC(=O)Cc2cccc3ccccc23)CC1,0.2
COc1ccc(Cn2c(=O)oc3ccccc32)cc1,0.8
COc1ccc(CSC(=S)NNc2ccccc2)cc1,18.4
CC(C)N1CCCC(C)(C(=O)Nc2cccc(Oc3ccccc3)c2)C1 (stereo unspecified),1.3
CN(CC(=O)Nc1ccc(Cl)cc1)C(=O)CN1C(=O)C2CCCCC2C1=O (stereo unspecified),-0.8
Cc1nc2c(OCCN3C(=O)c4ccccc4C3=O)cccn2c1N(C)C(=O)CCC1CCCC1,-0.9
COCCNc1nc(NCCOC)c2sc(-c3ccccc3)cc2n1,0.9
CCN(CC)C(=O)C1=C(C)N(CCC2=CCCCC2)C(=O)C(CC(=O)NCc2cccc3ccccc23)C1 (stereo unspecified),-2.0
CC(C)(C)c1ccc(CC(=O)N2CCC2(C)C(=O)Nc2cccc3cccnc23)cc1 (stereo unspecified),-0.5
# Next section
SMILES,MPTP block
C[C@H](CO)N1C[C@H](C)[C@H](CN(C)C(=O)Nc2cccc(C(F)(F)F)c2)OCc2cnnn2CCCC1=O,5.4
COC(=O)c1ccc2nc(-c3cccc(Cl)c3)c(Cc3cccc(Cl)c3)n2c1,-0.1
CCOC(=O)c1cc(OCC)c2c(ccc3ccccc32)n1,0.0
O=[N+]([O-])c1ccc(NN=CC2CCCCCC2)c([N+](=O)[O-])c1,1.9
Cc1ccc(NC(=O)CC[C@H]2O[C@@H](n3cnc4c(NC(=O)c5ccccc5)ncnc43)[C@H](O)[C@@H]2O)cc1C,-0.2
O=C(Nc1cccc2c1[nH]c(=O)c1ccccc12)C(F)(F)F,-1.1
CN(C)C(=O)c1cccc(-c2cnc3c(NC=O)cc(-c4cc(F)c(F)c(F)c4)cn23)c1,2.0
COC(=O)c1cccc(CN2C(=O)C(C)Oc3ccc(C)cc32)c1 (stereo unspecified),0.6
C[C@@H]1CCCCO[C@H](CN(C)Cc2ccccc2)[C@@H](C)CN([C@H](C)CO)C(=O)c2cc(NS(=O)(=O)c3ccc(Cl)cc3)ccc2O1,-0.9
Cc1ccccc1NC(=O)Nc1nc(CN)cs1,0.2

# 18 structures from above, arranged by length of the SMILES, smallest number first.
SMILES,MPTP block
Cc1ccccc1NC(=O)Nc1nc(CN)cs1,0.2
COc1ccc(CSC(=S)NNc2ccccc2)cc1,18.4
COc1ccc(Cn2c(=O)oc3ccccc32)cc1,0.8
CCOC(=O)c1cc(OCC)c2c(ccc3ccccc32)n1,0.0
COCCNc1nc(NCCOC)c2sc(-c3ccccc3)cc2n1,0.9
O=C(Nc1cccc2c1[nH]c(=O)c1ccccc12)C(F)(F)F,-1.1
COC(=O)c1cccc(CN2C(=O)C(C)Oc3ccc(C)cc32)c1 (stereo unspecified),0.6
CC(C)N1CCCC(C)(C(=O)Nc2cccc(Oc3ccccc3)c2)C1 (stereo unspecified),1.3
CN(CC(=O)Nc1ccc(Cl)cc1)C(=O)CN1C(=O)C2CCCCC2C1=O (stereo unspecified),-0.8
O=[N+]([O-])c1ccc(NN=CC2CCCCCC2)c([N+](=O)[O-])c1,1.9
COC(=O)c1ccc2nc(-c3cccc(Cl)c3)c(Cc3cccc(Cl)c3)n2c1,-0.1
CCOc1ccc(-c2cc(C(=O)Nc3cccc(C(F)(F)F)c3)[nH]n2)c(C)c1,26.4
Cc1nc2c(OCCN3C(=O)c4ccccc4C3=O)cccn2c1N(C)C(=O)CCC1CCCC1,-0.9
CN(C)C(=O)c1cccc(-c2cnc3c(NC=O)cc(-c4cc(F)c(F)c(F)c4)cn23)c1,2.0
CCN(CC)C(=O)C1=C(C)N(CCC2=CCCCC2)C(=O)C(CC(=O)NCc2cccc3ccccc23)C1 (stereo unspecified),-2.0
C[C@H](CO)N1C[C@H](C)[C@H](CN(C)C(=O)Nc2cccc(C(F)(F)F)c2)OCc2cnnn2CCCC1=O,5.4
Cc1ccc(NC(=O)CC[C@H]2O[C@@H](n3cnc4c(NC(=O)c5ccccc5)ncnc43)[C@H](O)[C@@H]2O)cc1C,-0.2
C[C@@H]1CCCCO[C@H](CN(C)Cc2ccccc2)[C@@H](C)CN([C@H](C)CO)C(=O)c2cc(NS(=O)(=O)c3ccc(Cl)cc3)ccc2O1,-0.9

# (list continues)
SMILES,MPTP block
O=C(Nc1ccc2c(c1)OCO2)c1cc(C2CCCN(C(=O)C3CCCCC3)C2)on1 (stereo unspecified),-2.1
CC1(C(=O)NS(=O)(=O)c2cccs2)CCN1C(=O)Cc1ccccc1 (stereo unspecified),0.4
Cc1cc(Br)c2nc(-c3ccccc3)c(Cc3cccc(Cl)c3)n2c1,1.6
OC(c1ccccc1)c1ncc(-c2ccc(Oc3ccccc3)cc2)[nH]1 (stereo unspecified),2.8
COc1ccc(S(=O)(=O)N2CCC[C@H]2C(=O)N2CCC[C@H]2C(=O)NCc2ccccc2)cc1C,0.9
CCCCNC(=O)C[C@@H]1C[C@@]2(C(=O)OC)CC(C)(C)CC=C2N(Cc2ccccc2)C1=O,3.0
CNC[C@H]1Oc2cc(Br)ccc2S(=O)(=O)N([C@H](C)CO)C[C@H]1C,-0.8
C[C@@H]1CN([C@@H](C)CO)C(=O)CCCn2nncc2CO[C@H]1CN(C)C(=O)Nc1ccc(F)cc1,-1.9
COC(=O)N(C)C[C@@H]1OCc2cnnn2CCCC(=O)N([C@@H](C)CO)C[C@H]1C,0.1
O=C(NCCOc1ccccc1)C1CCN(C(=O)Nc2ccccc2)CC1,-0.6
CCCNC(=O)C1(C)CCCN(Cc2ccc(Oc3ccccc3)cc2)C1 (stereo unspecified),0.5
COC(=O)c1ccc(CC2(C)C(=O)Nc3ccc(OC(F)(F)F)cc32)o1 (stereo unspecified),0.6
CCCNC(=O)C1(C)CCN(Cc2ccc(OCc3ccccc3)cc2)C1 (stereo unspecified),0.0
CSc1ccc(NC(=O)C2(C)CCN2C(=O)Cc2ccc(C(C)(C)C)cc2)cc1 (stereo unspecified),-0.5
CC1(C(=O)NS(=O)(=O)c2cccc(C#N)c2)CCN1C(=O)Cc1ccc(-c2ccccc2)cc1 (stereo unspecified),3.0
CC(=O)Nc1cc(-c2cccc(C)c2)cn2c(-c3ccc(S(C)(=O)=O)cc3)cnc12,0.5
COc1ccc(CC(N)c2csc(NC(=O)Nc3ccc(OC)cc3)n2)cc1 (stereo unspecified),10.9
CC(O)(c1cccc(F)c1)c1nc(-c2ccncc2)cs1 (stereo unspecified),1.0
COc1cccc(CNc2nc3cc(-c4cnn(Cc5ccccc5)c4)sc3c(=O)n2C)c1,0.7
COc1ccc(CN2C[C@@H](CO)O[C@@H](n3cnc4c(NCCO)ncnc43)C2)cc1,-1.3
COC(=O)[C@]12CCCCC=C1N(Cc1ccc3c(c1)OCO3)C(=O)[C@H](CC(=O)NCC1CCCCC1)C2,0.4
COCc1ccc(C(=O)N2CCCC(N(C)CCc3ccccc3)C2)s1 (stereo unspecified),-0.2
C[C@@H]1CN([C@H](C)CO)C(=O)CCCn2nncc2CO[C@@H]1CN(C)C(=O)c1ccncc1,-1.5
O=C(CCCN1C(=O)/C(=C/c2ccc(F)cc2)SC1=S)Nc1ccc(C(=O)O)cc1,-0.4
CCCCCCN1C[C@@H](n2cc(C3CC3)nn2)[C@H](O)C[C@@H]1c1ccc(Cl)cc1,0.4
CN(CC(=O)Nc1ccc(F)c(F)c1F)C(=O)CCN1C(=O)C2CC=CCC2C1=O (stereo unspecified),0.6
Cc1cccc(C)c1NC(=O)CN1CCN(c2ccc(C(F)(F)F)cn2)CC1,-0.2
CC(=O)OC1CCC2C3CCc4cc(OP(=O)(N5CC5)N5CC5)ccc4C3CCC12C (stereo unspecified),0.1
CCNC(=O)C1CCCN(C(=O)c2ccc(OC(F)F)cc2)CC1 (stereo unspecified),-0.9
Cc1cc(=O)oc2c(N)nccc12,3.4
Cc1cc(C(C)(C)C)cc(CN2CCN(S(=O)(=O)c3cccs3)CC2)c1O,-1.0
Cc1cc2nc(-c3ccc(Cl)cc3)c(CC(C)(C)C)n2c(C)c1Br,4.9
CCc1nc2ccc(C(=O)NCCc3c[nH]c4ccccc34)cn2c1N(C)Cc1nccn1C,0.6
COc1cc(C(=O)N2Cc3cc4ccccc4nc3C2C)cc(OC)c1OC (stereo unspecified),-2.1
Cc1cnc(-c2nc3ccccc3n2C(C)C(=O)Nc2c(C)cccc2C)cn1 (stereo unspecified),2.1
O=CNc1cc(-c2ccc(C(=O)N3CCOCC3)cc2)cn2c(-c3ccc(F)cc3)cnc12,-1.5
O=C(COC(=O)c1ccc(OC(F)F)cc1)NCC1CCCO1 (stereo unspecified),0.0
CC(=O)Nc1ccc(C(=O)OCC(=O)NC(=O)NCc2ccccc2)cc1,-0.1
NC(c1csc(Nc2nncc3ccccc23)n1)C1CCCCC1 (stereo unspecified),3.2
OC(Cc1ccccc1Br)c1ncc(-c2cccc(C(F)(F)F)c2)[nH]1 (stereo unspecified),8.4
Clc1cccc(Cc2c(-c3ccco3)nc3c4ccccc4ccn23)c1,-1.3
NC(Cc1ccc(Cl)cc1)c1csc(NC(=O)NCC2CCCCC2)n1 (stereo unspecified),7.9
